Source: PubChem BioAssay
APEX1 inh = APE1 (human) endonuclease inhibition; P27695; recombinant APE1, TAMRA/BHQ-2 abasic DNA cleavage fluorescence; Potency, µM (doses to about 65.8 µM), inactives show at the top dose activity change, negative = inhibition, actives largely listed as inhibitors; actives 0.35% (n = 350,000); AID 2517;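 note: potency is the fitted concentration of half-maximal effect; plate controls were vehicle for no effect and reference inhibitor for full effect; nearly all actives have a fitted effect of over 55% in size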
Target sequence (P27695 whole entry, looked up): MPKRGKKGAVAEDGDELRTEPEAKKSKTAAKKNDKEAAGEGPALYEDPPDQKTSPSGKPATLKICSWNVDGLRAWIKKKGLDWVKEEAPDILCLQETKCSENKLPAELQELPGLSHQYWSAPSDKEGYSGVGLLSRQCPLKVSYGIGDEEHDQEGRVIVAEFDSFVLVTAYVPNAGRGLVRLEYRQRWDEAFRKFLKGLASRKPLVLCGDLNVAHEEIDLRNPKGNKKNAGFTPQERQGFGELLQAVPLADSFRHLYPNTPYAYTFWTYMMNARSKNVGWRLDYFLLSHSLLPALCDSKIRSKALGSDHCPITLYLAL
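Kinetic fluorescence read (525 ex/598 em nm, three reads 60 s apart) of AP-site incision; signal = third minus first read. Enzyme 0.75 nM, dual-labelled THF duplex 50 nM, compound preincubation 15 min RT.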
Anesthetic bind = binds horse apoferritin like a general anesthetic. P02791. AID 485281. apoferritin/1-aminoanthracene competitive binding, fluorescence. actives 0.074% (n = 350,000). Potency, µM (titrated, usually from 77.5 µM), inactives show at the top dose activity change, negative = displacement, hits mostly inhibitors; note: potency is the fitted concentration of half-maximal effect; % is set by controls: 0 for no effect and ±100 for the full control effect; nearly all actives have a fitted effect of over 20% in size
Target sequence (P02791 2-175 limits assumed): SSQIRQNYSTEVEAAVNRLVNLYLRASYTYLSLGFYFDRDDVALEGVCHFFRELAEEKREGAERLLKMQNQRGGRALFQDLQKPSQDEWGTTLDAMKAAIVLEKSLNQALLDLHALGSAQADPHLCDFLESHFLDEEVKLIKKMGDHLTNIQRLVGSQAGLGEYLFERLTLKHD
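Steps: apoferritin (10 uM) was premixed with half-saturated 1-AMA in PBS, compounds were pin-transferred, plates stood 10 min at room temperature, fluorescence was read at 380/535 nm, and curves were fitted with a Hill equation.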
Pol beta inh = inhibitors of human DNA polymerase beta; P06746; Pol beta primer extension/strand displacement, fluorescence kinetic; Potency, µM (doses to about 114 µM), for inactives: at the highest dose activity change, negative = inhibition, hits mostly inhibitors; actives 1.3% (n = 340,000); AID 485314; note: potency is the fitted concentration of half-maximal effect; % is set by controls: 0 for no effect and ±100 for the full control effect
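Reaction started by 50 nM substrate onto compound-treated Pol beta (10 nM, 15 min preincubation, room temperature); plates read at 0 min and 10 min. Normalized concentration-effect data fitted by four-parameter Hill equation.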
Pol kappa inh = blocks human DNA polymerase kappa activity. purified Pol kappa, fluorescent DNA synthesis assay, 10 min. actives 0.53% (n = 400,000). AID 588579. Q9UBT6. Potency, µM (top dose mostly 107 µM), without a hit: at the highest dose activity, negative = inhibition, actives largely listed as inhibitors; note: potency is the fitted concentration of half-maximal effect; % is set by controls: 0 for no effect and ±100 for the full control effect
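First, compounds were pin-transferred onto 10 nM Pol kappa. After 15 min at room temperature, substrate was added to 50 nM final. Fluorescence was then measured kinetically at 0 and 10 min.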
ERG Ets-DNA blk = ERG Ets/DNA interaction inhibition; P11308; fluorescence polarization, His-ERG Ets domain / labelled DNA; Potency, µM (series often up to 76.9 µM), for inactives: at the highest dose FP activity, negative = inhibition, actives largely listed as inhibitors; actives 0.028% (n = 370,000); active = well fitted inhibition curve with a large enough effect in the polarisation, with a control signal flat; inconclusive = small, poorly fitted or top-dose-only effect, or effect the other way, or a change in a side signal; inactive = no such curve, though single readings can be large or run the other way; the % refers to the polarisation;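 note: polarization taken with two DNA probes labelled with fluorescein and Texas red; potency is the fitted concentration of half-maximal effect; % of control where 0% means no effect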
Target sequence (P11308 whole entry, looked up, the tested form may be a part): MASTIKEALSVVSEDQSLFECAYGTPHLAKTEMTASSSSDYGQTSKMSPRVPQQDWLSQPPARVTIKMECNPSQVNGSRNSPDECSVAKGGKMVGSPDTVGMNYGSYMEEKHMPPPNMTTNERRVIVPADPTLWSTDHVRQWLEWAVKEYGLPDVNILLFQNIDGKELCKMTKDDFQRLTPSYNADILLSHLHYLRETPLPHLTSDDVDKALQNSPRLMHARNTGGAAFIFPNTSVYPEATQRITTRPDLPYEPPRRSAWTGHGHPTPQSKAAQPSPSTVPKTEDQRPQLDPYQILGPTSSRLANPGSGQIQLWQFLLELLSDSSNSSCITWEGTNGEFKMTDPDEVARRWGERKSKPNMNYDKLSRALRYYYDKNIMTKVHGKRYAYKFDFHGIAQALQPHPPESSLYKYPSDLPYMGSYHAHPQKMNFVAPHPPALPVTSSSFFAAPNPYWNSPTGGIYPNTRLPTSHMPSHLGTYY
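His-tagged ERG Ets domain (1 uM in the protein solution; 300mM KCl, 50mM Tris-HCl, 1mM EDTA, 1mM DTT, pH 7.5) received compound, then a probe mix of 5 nM fluorescein-DNA and 100nM Texas-615-DNA. Fluorescence polarization was read for both dyes.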
LDHA block = LDHA (human) enzyme inhibition. P00338. purified LDHA, NADH/diaphorase-resazurin fluorescence; stronger effect = lower value. activity change, % (values are at about 110 or 230 µM). actives 0.15% (n = 480,000). AID 1347041; in the data active = activity change below about -30%; inconclusive = mostly about -25% to -30%;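 note: plate controls were DMSO wells for no effect and wells without enzyme for full effect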
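Human LDH5 (2 nM) was incubated with 0.06 mM NADH and 0.2 mM pyruvate for 5 min at room temperature in Tris pH 7.4. Remaining NADH was coupled through diaphorase/resazurin, and resorufin fluorescence was read at 0 and 20 min.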
POLH inh = DNA polymerase eta (human) inhibition | Q9Y253 | recombinant Pol eta, fluorescent DNA replication assay | Potency, µM (highest dose often 114 µM), without a hit: top-dose activity change, negative = inhibition, most hits filed as inhibitors | actives 1.2% (n = 390,000); note: potency is the fitted concentration of half-maximal effect; % is set by controls: 0 for no effect and ±100 for the full control effect
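Fluorescent replication assay: 50 nM final substrate added after a 15 min room-temperature compound preincubation with 10 nM enzyme. Signal taken at 0 min and again at 10 min.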
RGS4 inhibitor = inhibitors of human regulator of G protein signaling 4; P49798; Transcreener GDP fluorescence polarization, RGS4-accelerated GTP hydrolysis; Potency, µM (titrated, usually from 114 µM), for inactives: top-dose activity change, negative = inhibition, most hits filed as inhibitors; actives 0.039% (n = 390,000); AID 504845; note: potency is the fitted concentration of half-maximal effect; % is set by controls: 0 for no effect and ±100 for the full control effect; nearly all actives have a fitted effect of over 75% in size; some results filed as inactive show a strong effect at the top dose
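MLSMR compounds (23 nl, pin-transferred) preincubated 10 min at room temperature with a 500nM (2x) first reagent, then RGS4 at 900nM (2x) plus Transcreener GDP mix added; fluorescence polarization (620/688 nm) read before and after 90 min at 30 °C.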
ALOX12 inh = inhibitors of human 12S-lipoxygenase ALOX12. P18054. purified 12hLO, xylenol orange hydroperoxide absorbance. Potency, µM (top dose mostly 108 µM), without a hit: top-dose activity change, negative = inhibition, hits mostly inhibitors. actives 1.1% (n = 580,000). AID 1671190; note: potency is the fitted concentration of half-maximal effect; % is set by controls: 0 for no effect and ±100 for the full control effect
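Hydroperoxide product was detected by ferrous iron/xylenol orange as the 573 to 405 nm absorbance ratio. Arachidonic acid at 40 uM (final) was turned over for 30 min at room temperature by 150 nM human 12hLO, pH 7.0 Hepes buffer, after 15 min compound preincubation.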
* marks the source's active call; other numbers are inactive results; ? = inconclusive; nt = not tested or not shown; [ ] = remark or other dose. Unless noted, calls come from the whole dose curve; as a rule, active = well fitted curve in the direction sought with a large enough effect; inconclusive = small, poorly fitted or top-dose-only effect, or another doubt; inactive = no such curve, though single readings can be large; an effect the other way counts as inactive or inconclusive. Some of the compounds tested; the hit share may differ from the screen's.

SMILES	APEX1 inh	Anesthetic bind	Pol beta inh	Pol kappa inh	ERG Ets-DNA blk	LDHA block	POLH inh	RGS4 inhibitor	ALOX12 inh
O=C(CP(=O)(c1ccccc1)c1ccccc1)Nc1nc2ccc(Cl)cc2s1	-4%	-11%	16%	-16%	-5%	-6	-16%	-21%	55%[activator]
CCCC(=O)NC(=S)Nc1ccccc1N1CCOCC1	-3%	-9%	8%	-1%	-5%	0	-18%	-11%	-6%
CCOC(=O)C1CCN(C(=O)c2ccc3c(=O)n4c(nc3c2)CCCCC4)CC1	7%	nt	nt	-5%	-2%	-7	-21%	-3%	5%
C=CCn1c(COc2cccc(C)c2C)nnc1SCC(=O)N1CCN(c2ccccc2)CC1	13%	-11%	16%	-20%	-1%	3	-20%	2%	?
COc1ccc(N2CCN(Cc3nc(-c4ccc(Cl)cc4Cl)no3)CC2)cc1	8%	7%	-5%	-8%	5%	12	-25%	5%	?
CC(C(=O)Nc1ccc(F)c(F)c1F)N(C)CC(=O)Nc1ccccc1Br (centres undefined)	-1%	-13%	15%	-21%	-14%	-6	-21%	17%	2%
COc1ccc(CC2(CO)CCN(Cc3ccncc3)CC2)cc1	1%	-7%	-3%	-14%	-2%	3	-13%	-33%	-5%
O=C(Cc1ccccc1F)NNC(=O)c1cccs1	-6%	nt	nt	-4%	-9%	1	-15%	14%	-9%
CCN(CCCNC(=O)CCn1c(=O)[nH]c2ccccc2c1=O)c1ccccc1	1%	-8%	8%	5%	8%	-4	3%	2%	43%[activator]
COc1cccc(C(=O)N(C)CC(=O)Nc2cccc3ccccc23)c1	26%	nt	nt	15%	14%	0	-6%	-2%	352%[activator]
CSc1ccc(CN2CCN(CC=C(C)C)C(CCO)C2)cc1 (centres undefined)	7%	-4%	-4%	-1%	-10%	-2	-11%	-14%	-9%
Cc1ccc(C)c(N(CC(=O)NC2CCCC2)C(=O)CCC(=O)Nc2nccs2)c1	9%	-1%	25%	8%	4%	-7	-18%	-21%	-12%
COc1ccccc1-c1ocnc1C(=O)Nc1ccc(N2CCOCC2)cc1N1CCOCC1	-8%	5%	2%	0%	2%	-8	-4%	14%	-4%
CCC(NC(=O)c1cc(COc2ccc(C)nc2)on1)c1ccc(C)cc1 (centres undefined)	-4%	-6%	20%	-11%	0%	-8	-5%	16%	0%
C=CCn1c(=O)/c(=C/c2ccc(F)cc2)s/c1=C(\C#N)c1nnc2n1CCCCC2	-9%	?	7%	-6%	nt	-1	3%	-15%	8%
Cc1occc1C(=O)NNS(=O)(=O)c1ccc(Cl)cc1	?	-10%	8%	-20%	?	3	-16%	1%	0%
COc1ccc(S(=O)(=O)N2CCOCC2)cc1NC(=O)c1ccc(OC(F)F)cc1	-2%	nt	nt	-17%	3%	6	-3%	5%	14%
Cc1sc(NC(=O)c2ccc3ncsc3c2)c(C(N)=O)c1C	8%	nt	nt	-8%	6%	-5	-24%	-33%	?
O=C(NCc1ccccc1)C(=O)Nc1c2c(nn1-c1ccc(F)cc1)CSC2	nt	-15%	0%	-9%[60.1 µM]	5%	0	8%	2%	-3%
CCOc1ccc2cc(C3CC(c4ccco4)=NN3S(C)(=O)=O)c(=O)[nH]c2c1 (centres undefined)	-3%	6%	16%	-27%	1%	2	?	-70%[56.9 µM]	-22%
COC(=O)/C(C#N)=C(/Nc1ccc(F)c(Cl)c1)C(F)(F)F	-1%	-10%	-12%	-2%	-7%	2	0%	-19%	0%
O=C(NC1CCCCC1)C1CCN(c2nnnn2-c2ccccc2)CC1	?	0%	4%	-5%	2%	-10	-15%	11%	-2%
COC(=O)c1cc(C)sc1NC(=S)N1CCN(CCc2ccccc2)CC1	-7%	-2%	-22%	-8%	9%	-2	-5%	-6%	-9%
CC(C)c1c(C(=O)N/N=C/c2cccnc2)nnn1-c1nonc1N	52%[activator]	-7%	22%	4%	11%	-10	8%	3%	1%
COc1ccc(C(=O)Nc2nc(C)c3cc4c(cc3n2)OCO4)cc1	4%	-9%	0%	9%	5%	3	-4%	-32%	-1%
CCCC[C@@H]1C=C(C(=O)O)[C@H](c2ccc3c(c2)OCO3)N1S(=O)(=O)c1ccc(C)cc1	18%	nt	nt	-29%	-2%	-8	-7%	3%	-61%
Cc1cccc(C)c1NC(=O)C(c1cccc([N+](=O)[O-])c1)N(C)C(=O)c1ccccn1 (centres undefined)	26%	-13%	-1%[57.1 µM]	-16%	3%	0	-9%	-16%	-12%
COC(=O)c1cn(NC(=O)c2ccncc2)c(=O)c2ccccc12	-4%	-6%	13%	-6%	-2%	0	1%	14%	-22%
COc1ccc(/C(O)=C/c2nc3ccc(C(=O)NCCc4cccc(C)c4)cc3[nH]c2=O)cc1OC	-3%	-6%	-2%	-12%	-4%	-4	-7%	14%	-20%
COc1ccc(NC(=O)COC(=O)CCSc2ccccc2)cc1OC	-4%	nt	nt	-3%	-9%	-3	-10%	1%	-10%

Nine of the compounds above, in CSV form.
molecule,APEX1 inh,Anesthetic bind,Pol beta inh,Pol kappa inh,ERG Ets-DNA blk,LDHA block,POLH inh,RGS4 inhibitor,ALOX12 inh
O=C(NC1CCCCC1)C1CCN(c2nnnn2-c2ccccc2)CC1,?,0%,4%,-5%,2%,-10,-15%,11%,-2%
COC(=O)c1cc(C)sc1NC(=S)N1CCN(CCc2ccccc2)CC1,-7%,-2%,-22%,-8%,9%,-2,-5%,-6%,-9%
CC(C)c1c(C(=O)N/N=C/c2cccnc2)nnn1-c1nonc1N,52%[activator],-7%,22%,4%,11%,-10,8%,3%,1%
COc1ccc(C(=O)Nc2nc(C)c3cc4c(cc3n2)OCO4)cc1,4%,-9%,0%,9%,5%,3,-4%,-32%,-1%
CCCC[C@@H]1C=C(C(=O)O)[C@H](c2ccc3c(c2)OCO3)N1S(=O)(=O)c1ccc(C)cc1,18%,nt,nt,-29%,-2%,-8,-7%,3%,-61%
Cc1cccc(C)c1NC(=O)C(c1cccc([N+](=O)[O-])c1)N(C)C(=O)c1ccccn1 (centres undefined),26%,-13%,-1%[57.1 µM],-16%,3%,0,-9%,-16%,-12%
COC(=O)c1cn(NC(=O)c2ccncc2)c(=O)c2ccccc12,-4%,-6%,13%,-6%,-2%,0,1%,14%,-22%
COc1ccc(/C(O)=C/c2nc3ccc(C(=O)NCCc4cccc(C)c4)cc3[nH]c2=O)cc1OC,-3%,-6%,-2%,-12%,-4%,-4,-7%,14%,-20%
COc1ccc(NC(=O)COC(=O)CCSc2ccccc2)cc1OC,-4%,nt,nt,-3%,-9%,-3,-10%,1%,-10%

Continuation.
SMILES	APEX1 inh	Anesthetic bind	Pol beta inh	Pol kappa inh	ERG Ets-DNA blk	LDHA block	POLH inh	RGS4 inhibitor	ALOX12 inh
OCC[C@H]1C[C@H](O)[C@@H](O)[C@@]2(OCc3ccccc32)O1	3%	nt	nt	-18%	5%	1	-14%	7%	0%
Clc1cccc(Nc2c3c(nc4ncnn24)CCC3)c1	-2%	1%	-3%	-9%	-4%	7	-1%	-13%	14%
CCOc1ccc(C2C(C(=O)Nc3ccc(C)cc3C)=C(C)Nc3c(C(=O)Nc4ccc(C)cc4)cnn32)cc1OC (centres undefined)	nt	?	-22%	-16%	0%	-2	-16%	-17%	-8%
COc1cc(S(=O)(=O)N2CCCCC2)ccc1NC=O	5%	-23%	-5%	-12%	14%	4	-12%	4%	371%[activator]
COc1ccc(N2CCN(C(=O)c3ccc(F)cc3)CC2)c([N+](=O)[O-])c1	?	-19%	11%	-4%	9%	-9	-7%	1%	0%
CCN(Cc1ccc(Cl)s1)C(=O)c1cccc(OCc2c(C)noc2C)c1	-24%	nt	nt	-16%	-12%	2	-17%	-4%	?
O=C(COc1ccccc1)Nc1cccc(S(=O)(=O)N2CCCC2)c1	3%	nt	nt	-19%	-10%	-4	-14%	7%	-23%
COCCn1nnnc1C(c1cccs1)N1CCN(c2nc3ccccc3s2)CC1 (centres undefined)	-4%	-17%	1%	-3%	3%	-4	-9%	-4%	7%[57.4 µM]
COc1cc(OC)c(C(=O)Nc2ccc(S(=O)(=O)Nc3ncccn3)cc2)cc1OC	0%	0%	?	-9%	-3%	-11	0%	5%	5%
Cc1cccc(C(=O)Nc2sc3c(c2C(=O)N2CCCCC2)CCC(C)C3)c1 (centres undefined)	nt	2%	-15%	-17%	3%	-3	-18%	-26%	?
Cc1ccc(CNC(=O)/C=C/c2c(Cl)cccc2Cl)cc1	3%	2%	-16%	6%	-3%	-5	-5%	-4%	-1%
O=C(/C=C/c1ccco1)Nc1ccccn1	14%	3%	11%	-4%	0%	7	-7%	-13%	0%
O=C(NC12CC3CC(CC(C3)C1)C2)c1cc([N+](=O)[O-])ccc1Cl	3%	?	26%	7%	1%	-2	-8%	-22%	0%
COC(=O)c1ccccc1NC(=O)Nc1cc(C)cc(C)n1	25%	1%	2%	0%	2%	-3	-9%	4%	3%
O=C(c1ccccc1)N(c1ccccc1)C1C=CS(=O)(=O)C1 (centres undefined)	2%	-7%	3%	0%	11%	-7	-11%	1%[11.4 µM]	0%
COc1ccccc1OCCNC(=O)CCNS(=O)(=O)c1ccc(C)cc1	nt	nt	nt	1%	-13%	1	-15%	13%	0%
